# Screening data from PubChem BioAssay.
# HSF-1 act: increases HSF-1 driven luciferase reporter signal; NIH3T3-HGL HSF-1 luciferase reporter, MG132, 8 h; 100% = twice DMSO control signal; activation, % at 9 µM; 300,000 compounds, 1.7% hits; AID 504408;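 active means mean replicate activation of at least 50% with a set share of replicates each reaching 50%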;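 further: 0% = median of the neutral control wells and 100% = twice that signal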
# PolyA inh: inhibitors of polyadenylation in S. cerevisiae; S. cerevisiae SKY197-pL101 polyadenylation reporter, beta-gal luminescence; efflux-impaired pdr1/pdr3 knockout yeast; score 100 = 6 SD above DMSO; calls only at 12 µM; 300,000 compounds, 0.02% hits;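 active means lowest replicate activity score at least 50, where 100 means six control SD above control mean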;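 further: yeast exposed to compound for 9 h at 30 °C; higher score means more reporter readthrough which indicates perturbed polyadenylation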
# Platelet DG rel: platelet dense granule release activity. AID 1663. human platelet-rich plasma, SFLLRN dense granule ATP release, luminescence. inhibition, %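 (compounds screened at 7.5 µM in platelet-rich plasma)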. 300,000 compounds, 0.22% hits;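 active means mean replicate score, as percent of positive control, at or above 50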
# HSF1 inh: HSF1 inhibition | 300,000 compounds, 0.77% hits | activity change, negative = inhibition, % at 7.5 µM (by protocol) | AID 2098 | NIH3T3-HGL HSE-luciferase, MG132-induced, luminescence 8 h; hits give low values;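 active means more than half of replicate wells show activity change below -50%, luminescence cut by over half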;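 further: luciferase reports HSF-1 transcriptional activity via heat shock element; 0% = median of DMSO wells and -100% = zero luminescence signal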
# DYRK1A inh: blocks rat Dyrk1A kinase activity; Q63470; inhibition, % at 12.5 µM; AID 504441; 310,000 compounds, 0.43% hits; ADP-Glo luminescence, NFATc1 peptide; in the data active means inhibition above about 50%;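 further: plate controls were vehicle with enzyme for no effect and no enzyme for full effect; many of its hits are not listed in these tables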
# GSK3B inh: human GSK3beta kinase inhibition; P49841; GST-GSK3beta kinase, ADP-Glo luminescence, 60 min; hits give low values; activity score (negative = inhibition), % at 10 µM; 300,000 compounds, 0.038% hits;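 active means more than half of replicate wells score below -50%, meaning over 50% inhibition versus plate controls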;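 further: 0% = median DMSO wells and -100% = median GW8510 positive control wells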
#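 Test system – GST-tagged human GSK3beta kinase, cell-free · Incubation – 60 min enzyme reaction, room temperature · Signal – ADP-Glo luminescence · Also added – peptide substrate and ATP at 25 µM · Controls – DMSO neutral wells and GW8510 at 20 µM as positive · Buffer or medium – Tris/MgCl2 kinase buffer · Measure – Luminescence-derived activity versus plate DMSO and GW8510 wells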
# HDAC3 inh: inhibitors of human histone deacetylase 3 | recombinant HDAC3, fluorogenic peptide/trypsin coupled, fluorescence | inhibition, % at 8.3 µM | AID 2718 | 320,000 compounds, 0.15% hits | O15379; in the data active means inhibition above about 26%, passing the limit was not always enough
# Target sequence (O15379 whole entry, looked up): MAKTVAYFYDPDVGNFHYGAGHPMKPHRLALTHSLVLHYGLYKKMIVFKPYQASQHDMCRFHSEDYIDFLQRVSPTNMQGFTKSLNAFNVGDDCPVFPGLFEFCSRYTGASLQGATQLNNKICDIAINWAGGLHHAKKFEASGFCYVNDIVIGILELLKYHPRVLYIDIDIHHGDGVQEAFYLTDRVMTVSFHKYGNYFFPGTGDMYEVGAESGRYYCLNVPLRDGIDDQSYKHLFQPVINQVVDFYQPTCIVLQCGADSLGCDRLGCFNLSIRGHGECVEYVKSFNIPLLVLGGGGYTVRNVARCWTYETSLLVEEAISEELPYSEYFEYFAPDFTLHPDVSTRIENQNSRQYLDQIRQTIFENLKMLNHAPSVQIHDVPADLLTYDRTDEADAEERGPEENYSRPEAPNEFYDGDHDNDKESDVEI
# HSP90 refold inh: inhibitors of HSP90 luciferase refolding in rabbit reticulocyte lysate | luciferase refolding luminescence, 3 h | inhibition, % at 5.6 µM | 290,000 compounds, 0.91% hits | AID 1789;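 active means inhibition above the screen-wide mean plus 3 SD, computed separately per campaign, cut at about 16% in these data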;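 further: 0% = DMSO wells and 100% = 60 µM geldanamycin wells; inhibitors lower the luminescence because luciferase stays unfolded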
# GSK3 alpha inh: inhibitors of human GSK-3 alpha kinase | ADP-Glo luminescence, 60 min | inhibition, % at 10 µM | 320,000 compounds, 0.1% hits;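 in the data active means inhibition above about 50%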;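 further: GST-tagged GSK-3 alpha with peptide substrate and 25 µM ATP; 0% = DMSO neutral wells and 100% = GW8510 positive control wells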
# Target sequence (P49840 whole entry, looked up): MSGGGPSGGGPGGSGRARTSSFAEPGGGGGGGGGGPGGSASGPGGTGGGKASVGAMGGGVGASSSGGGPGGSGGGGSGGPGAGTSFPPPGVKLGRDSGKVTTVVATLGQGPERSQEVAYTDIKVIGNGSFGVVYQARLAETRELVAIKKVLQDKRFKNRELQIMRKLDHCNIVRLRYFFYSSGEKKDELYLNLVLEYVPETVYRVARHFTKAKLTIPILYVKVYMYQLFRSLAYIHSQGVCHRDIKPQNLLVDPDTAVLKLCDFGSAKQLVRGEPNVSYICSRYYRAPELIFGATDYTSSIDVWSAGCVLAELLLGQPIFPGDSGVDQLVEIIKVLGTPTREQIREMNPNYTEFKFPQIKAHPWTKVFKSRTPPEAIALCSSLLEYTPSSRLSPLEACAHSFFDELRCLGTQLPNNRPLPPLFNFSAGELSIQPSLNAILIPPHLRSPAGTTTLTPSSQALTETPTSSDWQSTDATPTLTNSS
# AI-2 QS modul: Vibrio harveyi AI-2 quorum sensing modulation; Vibrio harveyi JMH597 AI-2 luminescence/OD600 ratio, 9 h; hits give low values; strain lacks LuxN and CqsS sensors; 0 = neutral-control median; 300,000 compounds, 0.4% hits; activity change, % at 7.5 µM; in the data active means activity change below about -75%, passing the limit was not always enough;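 further: luminescence divided by OD600 gain over 9 h not by final OD600 alone; inactives centre near 13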
# The depositor's hits bear a star; i = inactive; · = not tested or not shown.
Molecule,HSF1 inh,PolyA inh,Platelet DG rel,AI-2 QS modul,GSK3B inh,DYRK1A inh,HDAC3 inh,HSP90 refold inh,HSF-1 act,GSK3 alpha inh
Cc1nc(C)c(C(=O)C2=C(O)C(=O)N(CCN3CCOCC3)C2c2cccs2)s1 (stereo not given),11,i,-5,4,-1,3,-8,-3,37,-2
Cc1nccn1CC(O)COc1ccc([N+](=O)[O-])cc1 (stereo not given),1,i,1,18,0,-3,4,-2,9,-1
Cc1ccc(S(=O)(=O)NC(CC(C)C)C(=O)N2CCCC2)cc1 (stereo not given),1,i,6,1,1,2,6,3,20,1
O=C(COc1ccc2c(c1)C(=O)CC1(CCCCC1)O2)NCc1ccccn1,4,i,-10,18,0,-8,-21,0,11,2
CC(C)N1CCN(CC#Cc2ccccc2)CC1CCO (stereo not given),0,i,4,5,-2,-6,-2,3,9,·
COc1ccccc1C(=O)Nc1ccnn1C1CCN(C(=O)C2CCOC2)CC1 (stereo not given),-2,i,0,5,1,·,-1,-1,-3,-1
O=C1CC(c2ccco2)CC(O)=C1C=Nc1cc(Cl)ccc1O (stereo not given),45,i,1,-3,-2,0,4,14,69*,-2
COCCNC(=O)C1Cc2c(ccc3ccccc23)O1 (stereo not given),-6,i,2,30,3,-1,8,-5,6,-1
NC(=S)N=Nc1c(O)[nH]c2c(Br)cc(Br)cc12,13,i,5,13,1,5,-4,-3,30,1
CCC(C)NC(=O)c1cnn2c(C)c3c(nc12)CCCC3 (stereo not given),3,i,8,14,1,-6,-23,-1,-2,1

# Additional results
Molecule,HSF1 inh,PolyA inh,Platelet DG rel,AI-2 QS modul,GSK3B inh,DYRK1A inh,HDAC3 inh,HSP90 refold inh,HSF-1 act,GSK3 alpha inh
O=C(CSc1nnc(-c2cccs2)n1Cc1ccccc1)N1CCc2ccccc2C1,14,i,3,45,-2,3,2,6,17,-2
CCOC(=O)N1CCN(c2cc3[nH]c(=S)[nH]c3cc2F)CC1,2,i,15,15,0,13,12,0,2,-2
CC1C(=O)Nc2ccc(S(=O)(=O)N3CCc4ccccc4C3)cc2NC1=O (stereo not given),6,i,-19,24,1,-7,-5,0,-6,0
O=C(O)CCn1c(SCCOc2ccccc2)nc2ccccc21,-4,i,-9,-10,-4,18,3,0,-16,-1
NS(=O)(=O)c1cc2c(cc1Cl)NC(CSCc1ccccc1)=NS2(=O)=O,-1,i,0,11,3,4,-7,-3,-3,1
CC1(C)CC(=O)C2=C(C1)N(Cc1cccnc1)C(=O)C2(NC(=O)c1ccc(F)cc1)C(F)(F)F (stereo not given),-7,i,1,1,-4,2,1,2,18,2
O=c1cc(N2CCCCC2)c(-c2ccccc2)nn1Cc1c(Cl)cccc1Cl,21,i,9,23,3,-6,11,-8,24,-2
CCn1cc(C2=NC(C)CO2)c2ccccc21 (stereo not given),1,i,0,21,0,7,1,2,-16,-3
CC(OC(=O)c1cccnc1Cl)C(=O)Nc1ccc2c(c1)OCCO2 (stereo not given),3,i,3,10,1,2,3,5,-9,0
O=C(NCCc1ccc(F)cc1)c1ccc2c(=O)n3c(nc2c1)CCC3,15,i,0,12,-3,-3,0,·,13,-1

# (cont.)
Molecule,HSF1 inh,PolyA inh,Platelet DG rel,AI-2 QS modul,GSK3B inh,DYRK1A inh,HDAC3 inh,HSP90 refold inh,HSF-1 act,GSK3 alpha inh
CC1(NC(=S)Nc2ccc3ccccc3c2)CCS(=O)(=O)C1 (stereo not given),-3,i,-22,22,3,·,1,3,5,-1
CCOc1ccc(N(CC(=O)Nc2ccccc2C(=O)NCc2ccco2)S(C)(=O)=O)cc1,5,i,-1,7,0,6,1,-5,8,·
CC(C)N1CCC(N2CCN(C/C=C/c3ccccc3)CC2CCO)CC1 (stereo not given),·,i,-5,11,0,-1,0,1,·,-4
Cc1ccc(C)c(CN2CCCN(C(=O)Cn3ncc4c3-c3ccccc3OC4)C2)c1,-13,i,-10,7,2,14,0,5,-21,·
COc1ccc(C(=O)Nc2ccccc2C(=O)N(Cc2ccco2)C(C(N)=O)C(C)C)cc1 (stereo not given),1,i,1,6,1,6,0,2,9,-3
O=C(Nc1ccccc1)Nc1ccccc1C(=O)NCc1ccco1,7,i,-1,11,2,-2,6,-1,25,0
O=C(COC(=O)c1cc(S(=O)(=O)NCc2ccccc2)ccc1O)NCc1ccccc1,11,i,-6,1,-4,-3,6,-6,44,0
CCn1cc(CCCC(=O)NCc2ccccc2OC)c2ccccc21,-3,i,4,33,0,-2,1,1,-1,2
Cc1cc(C(=O)N2CCCC(N3CCN(c4cccc(Cl)c4)CC3)C2)nn1C (stereo not given),-3,i,2,-4,-1,-1,-2,1,-14,0
COc1ccc(CN(Cc2ccc(OC)cc2)S(=O)(=O)c2ccc(-n3cnnn3)c(C)c2)cc1,9,i,-2,8,2,·,17,1,6,-1

# Later entries
Molecule,HSF1 inh,PolyA inh,Platelet DG rel,AI-2 QS modul,GSK3B inh,DYRK1A inh,HDAC3 inh,HSP90 refold inh,HSF-1 act,GSK3 alpha inh
COC(=O)c1sc(S(=O)(=O)Nc2ccc(C)c(C)c2)c(C(=O)OC)c1C,-5,i,8,14,0,2,-5,1,6,-3
O=C(N/N=C/c1ccc(OC(F)F)cc1OC(F)F)c1cccc(S(=O)(=O)N2CCOCC2)c1,-1,i,-1,13,0,·,2,0,7,-1
COc1ccc2oc(C(=O)Nc3ccc(N4CCOCC4)cc3)c(C)c2c1,-3,i,-19,12,1,7,5,·,-6,-3
CCc1ccccc1S(=O)(=O)c1c(C)cc(C)nc1Cl,-4,i,-2,-6,1,0,7,10,-7,0
CC1CCCCC1NC(=O)CSc1nnc(COc2ccccc2Cl)o1 (stereo not given),1,i,7,26,3,-1,3,-1,12,-4
NC(=O)c1cc([N+](=O)[O-])ccc1NCc1cccnc1,5,i,0,46,-8,-1,3,2,7,20
O=C(CCN1C(=O)C2CCCCC2C1=O)N1CCN(S(=O)(=O)c2ccccc2)CC1 (stereo not given),-3,i,1,17,6,3,0,·,-21,-2
CCc1ccc(CN2CCC(N3CCC(C(=O)N4CCCC4)CC3)CC2)o1,-3,i,-8,1,4,2,-5,-2,-3,-1
Fc1ccccc1Cc1ccc(Cl)nn1,-8,i,10,3,1,-3,7,0,-1,-1
CCN(C(=O)CSc1nnc(-c2ccncc2)o1)c1ccccc1,-5,i,3,9,1,·,1,-3,-6,8

# Carrying on.
Molecule,HSF1 inh,PolyA inh,Platelet DG rel,AI-2 QS modul,GSK3B inh,DYRK1A inh,HDAC3 inh,HSP90 refold inh,HSF-1 act,GSK3 alpha inh
CC(=O)N[C@@H](C)C(=O)N1CCC(n2nccc2NC(=O)CCCc2ccccc2)CC1,-1,i,0,0,-4,-4,-8,2,25,4
COc1ccc(CCNC(=O)c2cc(COc3c(F)cccc3F)on2)c(OC)c1,8,i,11,16,2,-9,5,4,17,-1
Cc1cc(C(=O)NCC(=O)OCC(=O)N2CCCCCC2)ccc1[N+](=O)[O-],4,i,-13,-66,1,-4,1,0,8,-5
O=C(O)Cc1c[nH]c2ccccc12,-7,i,7,29,-2,2,0,·,8,-5
Cc1cc(-c2ccccc2)c(C#N)c(SCC(N)=O)n1,-5,i,-1,18,-2,1,-2,1,-7,-1
O=C(Cc1ccccn1)c1ccc(O)cc1O,-3,i,1,10,5,-3,0,2,-4,3
COc1ccc(/C=C2\N=C(C)OC2=O)cc1OC(C)=O,-7,i,1,2,-4,4,11,1,8,-4
CCn1nc(NS(=O)(=O)c2ccccc2)c2cc3ccc(C)cc3nc21,-4,·,14,2,-1,1,-5,4,0,-3
COc1ccc(CN2C(=O)CCC2(C)C(=O)NCc2cccnc2)c(OC)c1 (stereo not given),-6,i,10,11,-1,-1,0,-3,-7,-2
Cc1ccc(NC(=O)c2cnn(-c3ccccc3)c2C)c(C)c1,12,i,-1,13,2,-4,0,-1,23,2

# Next structures follow.
Molecule,HSF1 inh,PolyA inh,Platelet DG rel,AI-2 QS modul,GSK3B inh,DYRK1A inh,HDAC3 inh,HSP90 refold inh,HSF-1 act,GSK3 alpha inh
N#CC1=C2SCN(c3ccccc3)CN2C(=O)CC1c1cccs1 (stereo not given),-1,i,-8,30,3,13,5,0,4,0
COc1cc(C2NC(=S)NC(C)=C2C(=O)Nc2ccc(C)cc2)ccc1O (stereo not given),43,i,-8,41,-1,-4,3,4,84*,-2
Cc1cc2c(=O)n(Cc3ccco3)c(SCC(=O)N3CCCc4ccccc43)nc2s1,12,i,1,22,-1,·,3,0,22,-2
COc1ccc(C(=O)/C=C/c2ccc(OC)c(COc3ccccc3F)c2)cc1,9,i,-1,6,-2,2,7,8,13,8
CCOc1cc2[nH]c(=S)n(Cc3ccc(C(=O)NCCCOC)cc3)c(=O)c2cc1OCC,2,i,5,5,1,-2,1,-3,7,-2
Cc1cc(C(=O)COC(=O)c2cccs2)c(C)n1-c1c(C)n(C)n(-c2ccccc2)c1=O,2,i,-1,20,3,-7,2,-1,1,2
CCN(CC)CC(=O)N1c2ccccc2Sc2ccc(Cl)cc21,8,i,0,31,2,-6,-1,-1,11,-1
COCCN(CCOC)C(=S)Nc1ccccc1,-6,i,-7,18,0,0,-7,-2,-7,3
CC(=O)N1C=CN(C(C)=O)C(c2cn(C)c3ccccc23)C1c1cn(C)c2ccccc12 (stereo not given),·,·,·,·,·,6,1,4,·,-1
COc1cc(NC(=O)CN2c3ccccc3CC2C)cc(OC)c1OC (stereo not given),-3,·,-1,14,1,5,-4,5,1,-4

# Later entries
Molecule,HSF1 inh,PolyA inh,Platelet DG rel,AI-2 QS modul,GSK3B inh,DYRK1A inh,HDAC3 inh,HSP90 refold inh,HSF-1 act,GSK3 alpha inh
CCOc1ccc(N2C(=O)CSC23CCCCC3)cc1,-8,i,·,-3,-8,-1,-7,3,8,8
CS(=O)(=O)NCCNC(=O)c1cc(OCC(F)(F)F)ccc1OCC(F)(F)F,2,i,14,25,-6,-1,-4,1,-11,·
O=c1cc(Cn2nnc(-c3ccc(Cl)cc3)n2)nc2sccn12,4,i,0,-42,1,7,3,-4,31,-2
Cn1c(=O)c2sccc2n2c(CCCC(=O)NCc3ccc(F)cc3)nnc12,0,i,3,16,0,-10,-2,-1,4,0
COc1cccc(NC(=O)CN(C)S(=O)(=O)c2ccc(C)cc2)c1,2,i,-1,18,-4,-1,4,4,19,3
O=C(NC1CCN(C(=O)Nc2cccc(Cl)c2)CC1)C1CCCCC1,-5,i,-14,-16,1,-5,-1,-1,-1,-1
O=C(O)c1cccc(NC(=O)c2ccc(CN3C(=O)c4ccccc4C3=O)cc2)c1,0,i,16,·,·,8,-4,4,-6,1
COc1ccc(-n2c(SCC(=O)Nc3ncc(Cl)cc3Cl)nc3ccccc32)cc1,5,i,-2,-11,2,·,9,3,9,-4
O=C(CCc1c[nH]c2ccccc12)NCCOc1ccccc1,0,i,22,4,-3,-4,4,-1,2,-1
Cc1ccc(-c2csc(NC(=S)NC(=O)/C=C/c3ccco3)n2)cc1,23,i,-2,15,4,-3,0,1,44,4
CCOC(=O)CNC(=O)CSc1nnc(-c2c[nH]c3ccccc23)n1CC,0,i,1,-8,0,3,3,0,11,0

# An excerpt, so the mix of outcomes need not match the whole.
